# Screening data as filed in PubChem BioAssay.
# RmlCD inh 1536 – M. tuberculosis RmlC/RmlD inhibition; 160,000 compounds, 0.03% hits; RmlC+RmlD coupled enzyme assay, percent inhibition; primary screen in compound mixtures; inhibition, % at 3.6 µM; P9WH09+P9WH11; in the data active means inhibition mostly above about 34%, no sharp cut-off; inconclusive means no clear call, values can overlap the other calls; inactive means mostly below about 22%; further: some results filed as inactive read as strong as hits
# Target sequence (P9WH09 whole entry, looked up): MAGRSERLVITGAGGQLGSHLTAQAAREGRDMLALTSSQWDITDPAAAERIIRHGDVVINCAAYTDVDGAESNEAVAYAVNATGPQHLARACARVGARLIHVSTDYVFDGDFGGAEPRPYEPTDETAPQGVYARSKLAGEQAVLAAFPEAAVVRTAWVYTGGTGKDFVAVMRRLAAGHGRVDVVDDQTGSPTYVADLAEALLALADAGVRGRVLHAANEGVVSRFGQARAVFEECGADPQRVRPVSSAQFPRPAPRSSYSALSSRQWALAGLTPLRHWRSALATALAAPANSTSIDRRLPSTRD
# Target sequence (P9WH11 whole entry, looked up): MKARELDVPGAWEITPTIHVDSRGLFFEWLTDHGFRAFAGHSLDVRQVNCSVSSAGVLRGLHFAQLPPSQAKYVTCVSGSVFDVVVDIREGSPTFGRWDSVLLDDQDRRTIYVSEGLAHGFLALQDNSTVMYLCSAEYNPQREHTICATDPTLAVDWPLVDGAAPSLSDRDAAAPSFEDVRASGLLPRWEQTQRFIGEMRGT
# M. tuberculosis GlmU – inhibition of mycobacterial GlmU enzyme – biochemical, glucosamine-1-phosphate acetyltransferase (AID 1376). M. tuberculosis GlmU acetyltransferase enzyme assay; higher % means a stronger effect. 220,000 compounds, 0.25% hits. inhibition, %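 (tested at 30 µM in the primary screen)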; hits with a dose series show IC50 in µM; in the data active means inhibition above about 13%; inconclusive means no clear call, values can overlap the other calls;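 further: 0% = complete reaction with vehicle and 100% = reaction without substrate; strong numbers were not always called active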
# Numbers without * were called inactive; ? = inconclusive; . = no result given. Only part of the results is shown (hit frequency here may not be typical).
SMILES,RmlCD inh 1536,M. tuberculosis GlmU
CC1(C)Cc2cccc(Oc3ccc(S(=O)(=O)N4CCCCC4)cn3)c2O1,-9.1,-2.5%
CC[C@H](C)C(=O)O[C@H]1CCC=C2C=C[C@H](C)[C@H](CC[C@@H]3C[C@@H](O)CC(=O)O3)[C@H]21,-8.6,-2.9%
COc1cccc(/C=N/n2c(-c3cc(C)[nH]n3)n[nH]c2=S)c1,.,-6.8%
CCCCN1C(=O)C2Cc3c([nH]c4ccccc34)CN2C1=S (stereo unspecified),3.1,-4.6%
O=C(NNC(=O)c1cc([N+](=O)[O-])ccc1Cl)c1cccs1,-0.9,-2.7%
CCOC(=O)C1CCN(S(=O)(=O)c2ccc(Cl)cc2OC)CC1,.,5.4%
O=C(O)c1ccc(-n2cccc2/C=N\NC(=O)c2cc3cc(Br)ccc3o2)cc1,-20.7,66µM*
CC(=O)NC(Cc1cc(C)ccc1C)C(=O)N1CCN(C(=O)Nc2ccc(C(C)=O)cc2)CC1 (stereo unspecified),4.5,1.2%
O=C1C2C3C=CC(C4CC34)C2C(=O)N1/N=C/c1ccc(-c2ccc(Cl)cc2[N+](=O)[O-])o1 (stereo unspecified),.,5.8%
CC1(C)CC(=O)c2c(-c3cccnc3)n[nH]c2C1,9.9,-7.4%

# Compounds above with an aryl methoxy group (2):
SMILES,RmlCD inh 1536,M. tuberculosis GlmU
COc1cccc(/C=N/n2c(-c3cc(C)[nH]n3)n[nH]c2=S)c1,.,-6.8%
CCOC(=O)C1CCN(S(=O)(=O)c2ccc(Cl)cc2OC)CC1,.,5.4%

# The list continues:
SMILES,RmlCD inh 1536,M. tuberculosis GlmU
O=c1[nH]c(N2CCN(Cc3ccc4c(c3)OCO4)CC2)nc2c1CCC2,7.5,-0.3%
CN(Cc1cnccn1)C(=O)CC1C(=O)NCCN1Cc1c(F)cccc1Cl (stereo unspecified),3.1,-1.5%
COc1ccc(/C=C/C(=O)c2sc(-c3ccccc3)nc2C)cc1,2.5,0.1%
O=c1[nH]ccc2c([N+](=O)[O-])cccc12,.,-1.8%
N=Cc1c(O)n(-c2ccc(C34CC5CC(CC(C5)C3)C4)cc2)c(=O)[nH]c1=O,-3.6,2.6%
CCCCC(=O)NC(c1ccc([N+](=O)[O-])cc1)c1c(O)ccc2ccccc12 (stereo unspecified),0.5,3.8%
COc1ccc(C(=O)Nc2cc(C)ccc2NC(=O)COc2ccccc2)cc1,3.0,2.6%
COCCNC(=O)CSc1nc2nc(C)cc(C)n2n1,-6.2,3.8%
O=c1c2ccccc2c(=O)n(Cc2ccccc2)n1Cc1ccccc1,8.9,-4.9%
COCCCNC(=O)CCc1nc2cccnc2n1Cc1ccccc1,-15.5,1.5%
CCOC(=O)c1cc(C)n(-n2cnnc2)c1C,59.8,9.2%
C=CCN1CC(c2nc3ccccc3n2CCOc2ccccc2)CC1=O (stereo unspecified),.,5.1%
O=C1CN(C(=O)c2cccc(S(=O)(=O)N3CCCC3)c2)c2ccccc2N1,.,-1.3%
O=C(N/N=C/c1cccnc1)c1ccc(CN2c3cccc4cccc(c34)S2(=O)=O)cc1,-11.5,-2.7%
COc1ccc(CCN2C(=O)CC(NCCc3ccc(S(N)(=O)=O)cc3)C2=O)cc1OC (stereo unspecified),6.4,-6.1%
O=C(Cn1c(=O)n(-c2ccccc2)c(=O)c2sccc21)NCc1ccccc1,-11.5,5.9%
COn1c(-n2nc(C)cc2C)nc2ccccc2c1=O,.,2.9%
Cc1cc(NC(=O)C2CCCN(S(=O)(=O)c3cnc[nH]3)C2)ccc1Br (stereo unspecified),7.3,-3.3%
CCOC(=O)COc1ccccc1/C=C\[N+](=O)[O-],.,1.4%
COc1ccc(-c2[nH]ncc2CN2CCCN(c3ccccc3)CC2)c(F)c1,-4.8,2.1%
CN1C(=O)C(=Cc2coc3ccccc3c2=O)C(=O)N(C)C1=O,-8.6,-4.9%
CCOC(=O)C1CCN(c2c(C(=O)c3ccccc3)cnc3ccc(Cl)cc23)CC1,4.2,-3.2%
O=C(N/N=C/c1ccc(Br)s1)c1cccs1,1.2,-1.1%
CCOC(=O)c1c(C)[nH]c(C(=O)COC(=O)CSCC(=O)N(CC)CC)c1C,.,-1.9%
CCN(CC)CCOc1nnc(-c2ccc(C)cc2)c2ccccc12,.,-0.9%
Nc1cc(C(=O)O)ccc1N1CCCCC1,.,7.9%
Cn1c(=O)[nH]c(Nc2ccccc2)c([N+](=O)[O-])c1=O,?,1.4%
CN(C)C(=O)c1ccc(OCC(F)(F)F)nc1,-14.1,-0.8%
Cc1cccc(C)c1NC(=O)CN1C(=O)S/C(=C\c2cccn2C)C1=O,.,3.7%
Cc1ccc(NC(=O)CN(C)c2ccc(S(=O)(=O)N3CCN(C)CC3)cn2)cc1,.,-0.2%
c1ccc2nc(N3CCCC3)c(N3CCCC3)nc2c1,-9.3,0.1%
COCCCNC(=O)CC(NCCCOC)C(=O)O (stereo unspecified),.,0.1%
O=C(COc1ccc([N+](=O)[O-])cc1)NC(C(=O)O)C(O)c1cccc([N+](=O)[O-])c1 (stereo unspecified),.,-0.6%
CC(C)c1cccc(C(C)C)c1NC(=O)COc1nncc2ccccc12,-11.1,-3.8%
Cc1nc(OCc2ccccc2)c2sc3nc4c(cc3c2n1)COC(C)(C)C4,49.3,.
COC(=O)C1CCN(C(=O)c2ccccc2Oc2ccccc2)CC1,22.6,-2.5%
COc1ccc(NC(=S)NN(C)C(=S)Nc2ccc(OC)cc2)cc1,2.2,4.8%
CNC(=O)NC(=O)COC(=O)CCc1nc(=O)c2ccccc2n1C,-13.0,6.5%
CSc1ccc(CCNC(=O)C2CCN(c3nnc(-n4cccc4)s3)CC2)cc1,-3.8,-3.9%
O=C(NCCc1ccccc1)c1cc2ncc(Br)cn2n1,.,-4.1%

# Three compounds drawn at random from those above, as already listed:
SMILES,RmlCD inh 1536,M. tuberculosis GlmU
COc1ccc(NC(=S)NN(C)C(=S)Nc2ccc(OC)cc2)cc1,2.2,4.8%
CC(C)c1cccc(C(C)C)c1NC(=O)COc1nncc2ccccc12,-11.1,-3.8%
O=C(COc1ccc([N+](=O)[O-])cc1)NC(C(=O)O)C(O)c1cccc([N+](=O)[O-])c1 (stereo unspecified),.,-0.6%

# Molecules above that contain a Cl atom, in the order listed:
SMILES,RmlCD inh 1536,M. tuberculosis GlmU
O=C(NNC(=O)c1cc([N+](=O)[O-])ccc1Cl)c1cccs1,-0.9,-2.7%
CCOC(=O)C1CCN(S(=O)(=O)c2ccc(Cl)cc2OC)CC1,.,5.4%
O=C1C2C3C=CC(C4CC34)C2C(=O)N1/N=C/c1ccc(-c2ccc(Cl)cc2[N+](=O)[O-])o1 (stereo unspecified),.,5.8%
CN(Cc1cnccn1)C(=O)CC1C(=O)NCCN1Cc1c(F)cccc1Cl (stereo unspecified),3.1,-1.5%
CCOC(=O)C1CCN(c2c(C(=O)c3ccccc3)cnc3ccc(Cl)cc23)CC1,4.2,-3.2%

# Further structures follow.
SMILES,RmlCD inh 1536,M. tuberculosis GlmU
O=C(O)CSc1nnc(-c2cccc(S(=O)(=O)N3CCCCC3)c2)o1,15.2,-1.9%
CCN1C(=O)CC(N2CCC(C(=O)N3CCCCCC3)CC2)C1=O (stereo unspecified),-14.9,-4.3%
Cc1cc(C)c(NC(=O)c2ccc(S(=O)(=O)N3CCOCC3)cc2)c(C)c1,.,-1.8%
O=C(c1cc(Cl)nc2ccccc12)N1CCc2ccccc2C1,-2.4,-3.8%
C=CCSC1=N/C(=C\c2ccc3c(c2)OCO3)C(=O)S1,-1.9,-4.6%
Cc1cccc(OCC(=O)NCc2cc(C)nc3ccccc23)c1,-0.5,5.4%
CCN(CC1COc2ccccc2O1)C(=S)Nc1ccc(F)cc1 (stereo unspecified),-1.8,-0.6%
S=c1[nH]ncc2ccccc12,7.9,5.8%
CCCn1nnc(NC(=O)c2cc(Br)ccc2OC)n1,.,2.7%
CC(C)(C)c1ccc(C(=O)Nc2nonc2-c2nc3ccccc3[nH]2)cc1,.,8.8%
C=CCNc1nc(=S)[nH]c2cc(OC)c(OC)cc12,28.0,-3.8%
CC(Cc1cccs1)NC(=S)Nc1ccc(Cl)cc1 (stereo unspecified),-6.7,-3.2%
COc1ccc(-c2cc(C(F)(F)F)nc(-n3ccnc3C)n2)cc1,-2.5,-1.7%
CCC(=O)/C=C1\Sc2ccc(OC)cc2N1CCO,1.7,3.2%
O=C(N/N=C/c1ccc([N+](=O)[O-])cc1)c1cc2ccccc2o1,41.4,-5.6%
CS(=O)(=O)N(Cc1ccc(Cl)cc1)c1ccc(C(=O)NCCC2=CCCCC2)cc1,.,16.6%
O=C(NC1CCCC1)C(c1ccc(F)cc1)N(Cc1ccc(Cl)cc1)C(=O)CCl (stereo unspecified),-8.6,1.8%
CCCN(CCC)C(=O)NC1CC(=O)N(c2ccc(OC)cc2)C1 (stereo unspecified),-6.2,-8.8%
O=C(Cc1ccc(-n2c(=O)c3ccccc3n(Cc3ccc(F)cc3)c2=O)cc1)NCC1CCCO1 (stereo unspecified),-12.5,26.9%
CCCCNC(=O)Cc1ccc(C)cc1,2.5,3.0%
O=C(COC(=O)c1cccc(S(=O)(=O)N2CCCC2)c1)Nc1ccccc1,11.7,1.8%
Cn1c(=O)c([N+](=O)[O-])c(NCc2ccccc2)c2ccccc21,-3.0,2.1%
COCCNC(=O)CSc1nc2cc3c(cc2c(=O)n1CCCC(=O)NCCc1ccc(OC)c(OC)c1)OCO3,-6.4,1.3%
N/C(=N\OC(=O)c1cc(Cl)ccc1Cl)c1cccnc1,.,1.4%
CC(C)C(c1nnnn1CCc1ccccc1)N1CCOCC1 (stereo unspecified),.,-9.8%
CN(C)S(=O)(=O)N1CCN(CC(O)COc2ccc(C(=O)c3ccccc3)cc2)CC1 (stereo unspecified),25.8,0.9%
Cc1ccc(-c2cccc(C(=O)NCCc3ccccc3)n2)c2ccccc12,.,1.5%
CC(C)C(=O)Nc1ccc(S(=O)(=O)Nc2ccccn2)cc1,-10.2,-1.2%
Cc1ccc(-c2nn(-c3ccccc3)cc2C=O)o1,-6.9,-2.8%
Fc1ccc(C(c2nnnn2Cc2cccs2)N2CCN(C3CCCCC3)CC2)cc1 (stereo unspecified),-7.9,-0.4%
Cc1c(-c2nnc(-c3ccc(C(F)(F)F)cc3)o2)cnn1-c1ccccc1,-4.2,2.4%
Cc1cn(-c2ccc(Br)cc2)[nH]c1=O,-40.8,1.6%
N#CCCN(C(=O)c1ccco1)c1ccccc1,.,1.2%
CSc1ccccc1NC(=O)COC(=O)c1ccccc1O,-3.1,5.0%
Cc1cc(C(F)(F)F)nn1-c1nc(-c2ccco2)cc(C(F)(F)F)n1,63.0,-0.7%
CCCCCCCCOC(=O)CCn1[nH]c(=O)c2ccccc2c1=O,.,-1.2%
COc1ccc(N(CC(=O)N/N=C(\C)c2cccs2)S(=O)(=O)c2ccccc2)cc1Cl,8.2,-3.6%
CCOc1ccccc1NC(=O)CN(C)S(=O)(=O)c1cccc2nsnc12,0.8,5.5%
CCn1nnnc1SCC(=O)c1ccc2c(c1)OCCO2,6.3,.
CC1CC(=O)Nc2ccccc2N1C(=O)CN1CCN(c2ccccc2)CC1 (stereo unspecified),.,-2.6%
O=C(COc1ccc(/C=N/NC(=O)C(=O)N2CCCCC2)cc1)Nc1ccccc1Cl,6.6,1.1%
COC(=O)[C@H](CCSC)NC(=O)NCCc1ccc(F)cc1,-3.2,2.8%
O=C(NNc1ccccc1)C(=O)NNS(=O)(=O)c1ccc([N+](=O)[O-])cc1,3.2,-0.5%
NC(=O)c1ccc(NC(=O)c2ccccc2S(=O)(=O)c2ccccc2[N+](=O)[O-])cc1,38.3,-1.7%
Cc1cc(Br)ccc1SCC(=O)OCC(=O)NCc1ccc2c(c1)OCO2,-9.8,4.6%
COC(=O)c1ccc2c(=O)n(Cc3ccco3)c(SCC(=O)Nc3ccccc3Cl)nc2c1,.,-0.6%
CCOC(=O)Nc1ccc2c(COC(=O)CNS(=O)(=O)c3ccc(NC(C)=O)cc3)cc(=O)oc2c1,-5.4,-4.3%
Cc1ccc(NC(=O)CN(C)S(=O)(=O)c2ccc(Br)s2)cc1F,.,-0.1%
CCCc1cc(=O)n2[nH]c(Cc3ccccc3)nc2n1,.,0.6%
CCOc1ccccc1NC(=O)c1ccc(F)c(S(=O)(=O)N2CCC3(CC2)OCCO3)c1,4.3,1.2%
# The list goes on.
SMILES,RmlCD inh 1536,M. tuberculosis GlmU
COc1ccc(O/C(=N\S(=O)(=O)c2ccccc2)c2ccccc2)cc1,-8.4,2.2%
CC(c1ccc(F)cc1)n1cc(C(=O)NCc2ccccn2)nn1 (stereo unspecified),15.5,-1.0%
O=C(CSc1nccn1-c1ncc(C(F)(F)F)cc1Cl)c1ccc(Cl)cc1,10.9,6.9%
Cc1noc(NS(=O)(=O)c2ccc(NC(=O)C34CC5CC(C3)CC(n3cnc(Cl)n3)(C5)C4)cc2)c1C,-6.8,-3.9%
O=C(NCCc1csc(-c2cccnc2)n1)c1c(F)cccc1F,.,1.1%
CCOc1cc(Br)ccc1S(=O)(=O)N1CCC(C(N)=O)CC1,7.4,1.3%
Cc1ccc(C)c(NC(=O)CCC(=O)N/N=C/c2cc([N+](=O)[O-])ccc2O)c1,-17.7,4.0%
Cc1cccc(C)c1N1CCN(C(=O)N2CCOCC2)CC1,8.1,1.6%
Cc1ccc(-n2c(=O)c3c4c(sc3n3c(C)nnc23)COC(C(C)C)C4)cc1 (stereo unspecified),.,7.9%
COC(=O)C(Cc1ccccc1)NC(=O)C12CC3CC(CC(C3)C1)C2 (stereo unspecified),12.0,0.9%
Cn1c(=O)n(C)c2cc([N+](=O)[O-])c(N3CCN(C(=O)c4ccc(F)cc4)CC3)cc21,-15.4,0.9%
O=C(Nc1nnc(-c2ccncc2)o1)C1CCCCC1,10.1,0.3%
CC(C)(C)C1CCC(OCC(O)CN2CCN(Cc3ccccc3)CC2)CC1 (stereo unspecified),-8.8,-9.6%
Cc1oc(-c2ccc(Cl)cc2)nc1CN1CCC(C(=O)NCCCN2CCOCC2)CC1,.,-1.3%
